From PubChem BioAssay
Mtb FBA inh: inhibitors of M. tuberculosis fructose-bisphosphate aldolase; purified M. tuberculosis FBA, fluorescence read-out; actives 2.3% (n = 360,000); inhibition, % at 1 µM; AID 588726; in the data active means inhibition above about 27%;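 further: 0% = vehicle and 100% = reference inhibitor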
BoNT-F LC inh: BoNT F light chain protease inhibition | inhibition, % at 10 µM | actives 0.22% (n = 360,000) | AID 588497 | Multiplex microsphere protease cleavage assay, flow cytometry; in the data active means inhibition above about 35%, passing the limit was not always enough; inconclusive means no clear call, values can overlap the other calls; further: plate controls were buffer without enzyme for full effect and enzyme alone for no effect
UGM FP inh: inhibitors of M. tuberculosis UDP-galactopyranose mutase; actives 0.06% (n = 320,000); AID 504406; purified UGM, fluorescence polarization probe displacement; inhibition, % at 10 µM; in the data active means inhibition above about 10%, passing the limit was not always enough; inconclusive means no clear call, values can overlap the other calls
Target sequence (P9WIQ1 whole entry, looked up): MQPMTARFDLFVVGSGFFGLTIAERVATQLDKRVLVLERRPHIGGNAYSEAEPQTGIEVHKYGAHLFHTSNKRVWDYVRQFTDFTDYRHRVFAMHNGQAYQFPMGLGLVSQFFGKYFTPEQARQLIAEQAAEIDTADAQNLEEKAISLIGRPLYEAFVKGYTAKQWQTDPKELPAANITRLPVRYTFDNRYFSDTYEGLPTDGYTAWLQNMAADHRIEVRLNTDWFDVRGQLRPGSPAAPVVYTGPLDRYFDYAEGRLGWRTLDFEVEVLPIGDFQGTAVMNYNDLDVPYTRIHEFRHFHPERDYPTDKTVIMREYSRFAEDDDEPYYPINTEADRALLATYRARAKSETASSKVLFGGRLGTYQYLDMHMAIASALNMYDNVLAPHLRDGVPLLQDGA
BioA inh: blocks M. tuberculosis BioA enzyme activity. actives 0.096% (n = 360,000). purified M. tuberculosis BioA enzyme, plate reader. AID 602481. inhibition, % at 9.99 µM; in the data active means inhibition above about 40%; inconclusive means no clear call, values can overlap the other calls
MazF activator: MazEF (E. coli) toxin RNase activation; P0AE70; FAM/BHQ RNA-DNA oligo cleavage fluorescence, 5 h; activation, % at 20 µM; actives 0.32% (n = 350,000); in the data active means activation above about 50%
Target sequence (P0AE70 whole entry, looked up): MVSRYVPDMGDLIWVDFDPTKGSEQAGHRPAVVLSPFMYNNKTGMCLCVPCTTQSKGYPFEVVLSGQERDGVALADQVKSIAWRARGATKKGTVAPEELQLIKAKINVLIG
Rv3671c protease: inhibits the M. tuberculosis serine protease Rv3671c; P9WHR9; inhibition, % at 5.96 µM; actives 0.048% (n = 320,000); AID 2606; in the data active means inhibition above about 38%;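 further: extracellular domain of Rv3671c used as enzyme; 0% = enzyme with DMSO and 100% = no enzyme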
Target sequence (P9WHR9 whole entry, looked up, the tested form may be a part): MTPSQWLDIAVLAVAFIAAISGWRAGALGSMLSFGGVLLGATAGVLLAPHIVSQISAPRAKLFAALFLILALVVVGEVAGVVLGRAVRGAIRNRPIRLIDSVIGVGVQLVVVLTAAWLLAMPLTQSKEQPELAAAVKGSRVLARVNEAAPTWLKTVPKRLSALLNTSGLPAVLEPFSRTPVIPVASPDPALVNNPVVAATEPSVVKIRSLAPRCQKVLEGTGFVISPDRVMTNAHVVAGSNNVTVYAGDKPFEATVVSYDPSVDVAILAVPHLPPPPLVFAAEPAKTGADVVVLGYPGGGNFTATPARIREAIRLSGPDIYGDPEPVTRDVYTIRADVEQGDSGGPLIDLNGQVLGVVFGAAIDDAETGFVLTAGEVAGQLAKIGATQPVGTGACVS
PrPC surface inh: inhibitors of human cell surface prion protein PrPC. P04156. TR-FRET read-out. inhibition, % at 13.8 µM. actives 0.43% (n = 370,000). AID 720596; in the data active means inhibition above about 24%; further: 0% = median of the test wells and 100% = reference compound wells
FadD28 FP inh: inhibitors of Mycobacterium tuberculosis FadD28 bisubstrate binding; FadD28 bisubstrate probe binding, fluorescence polarization; inhibition, % at 12.5 µM; actives 0.22% (n = 360,000); in the data active means inhibition above about 8.5%, passing the limit was not always enough; inconclusive means no clear call, values can overlap the other calls
GDH-TPI counter: counter-screen for M. tuberculosis FBA inhibitors: GDH-TPI coupled enzymes. GDH-TPI coupled enzyme counterscreen, NADH absorbance. inhibition, % at 4.8 µM. actives 1.2% (n = 360,000). AID 588335; in the data active means inhibition above about 30%;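 further: 0% = DMSO wells and 100% = wells lacking the enzyme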
The depositor's hits bear a star; ? = inconclusive; . = no result given; & = joins results of further samples.

no.	SMILES	Mtb FBA inh	BoNT-F LC inh	UGM FP inh	BioA inh	MazF activator	Rv3671c protease	PrPC surface inh	FadD28 FP inh	GDH-TPI counter
1	S=C(c1ccc(Cl)cc1)N1CCOCC1	-4	7	0.6	0.0	3	3	4	-1.4	2
2	COc1ccc2nc(C)cc(C(=O)O)c2c1	79*	-6	-0.9	-0.8	-4	5	-3	-2.0	10
3	c1ccc(C2[C@H]3CN(Cc4cccnc4)[C@H](c4ccccc4)C34CC2(c2cccnc2)C4)cc1 (stereo partly specified)	1	10	1.4	2.3	-6	4	7	-5.8	4
4	CC1CC(N(C(=O)C2CC2)c2ccccc2)c2ccccc2N1C(=O)C1CC1 (stereo unspecified)	1	-3	1.3	0.1	-11	0	2	0.6	-7
5	Cc1ccc(C(=O)Nc2nccc(C)n2)cc1	2	-1	-0.3	-0.3	7	1	2	-3.6	-7
6	CCn1c(=O)c(C(=O)Nc2ccc(C)cc2C)c(O)c2ccccc21	0	-18	1.3	0.1	4	-6	.	-1.5	1
7	CN(C)c1cccc(CN2CCN(c3ccccc3)CC2)c1	1	-7	.	3.2	.	.	-2	-2.9	.
8	COc1ccc(-c2cc(NC=O)c3ncc(-c4cccc(C(F)(F)F)c4)n3c2)c(OC)c1	0	0	.	-1.3	.	.	7	-4.0	1
9	CCOC(=O)N1CCN(C(=S)NC(=O)c2ccc(F)c(F)c2)CC1	0	1	-1.6	.	10	1	-4	-0.3	1
10	COc1ccc(-c2cn(-c3ccccc3)c3[n+]2CCS3)cc1	2&-5	4&0	-1.2&-1.7	5.7	0&0	1&-4	13&4	-1.8&-3.2	0&1
11	COc1cc(OC)cc(-n2nnnc2SCC(=O)NCc2ccc3c(c2)OCO3)c1	0	2	-0.3	-0.9	2	-12	-3	1.0	5
12	Cc1ccccc1NC(=S)NCCO	-2	-1	-3.3	.	5	13	-1	0.5	0
13	Cc1ccc(S(=O)(=O)Nc2ccc(NC(=O)CN3CCCCC3)c(Cl)c2)cc1	0	2	-1.4	3.1	-1	-7	5	-2.9	-11
14	CCn1c(SCC(=O)N2CCOCC2)nc2sc3c(c2c1=O)CCCC3	1	0	1.6	-0.3	4	6	-7	0.0	8
15	NS(=O)(=O)c1ccc(CNC(=O)c2cc(-c3cccnc3)nc3ccc(Cl)cc23)cc1	2	-6	2.7	0.0	1	-30	5	-0.8	13
16	CC(C)Oc1cc(F)ccc1-c1cc(C(=O)Nc2cccc(C(F)(F)F)c2)[nH]n1	-1	-4	.	-1.1	.	.	2	-4.0	-10
17	NC(=O)c1nsc(C(=O)N(CCCN2CCOCC2)C(C(=O)NC2CCCCC2)c2ccc(Cl)cc2)c1N (stereo unspecified)	7	7	-0.8	0.8	12	4	7	2.6	3
18	O=C(N/N=C/c1cn(-c2ccccc2)nc1-c1cccnc1)c1cccnc1	1	-4	1.6	.	4	-2	-4	-6.0	14
19	CC(=O)c1cc(NC(=O)c2ccc(Cl)cc2)c(=O)oc1/C=C/N(C)C	-12	1	-2.5	1.1	-342	-4	7	-1.3	29
20	COc1ccc(C(CNC(=O)COc2ccccc2C)N2CCCCC2)cc1 (stereo unspecified)	2	-4	-4.1	0.7	-3	-11	2	-1.3	0
21	CCc1nnc(NC(=O)CCN2C(=O)CCC2=O)s1	-3	0	2.5	-0.7	-4	4	1	-1.7	7
22	COc1ccc(-c2nc(CC(=O)Nc3cccc(S(=O)(=O)NC4=NCCC4)c3)cs2)cc1	4	-7	.	-0.2	6	-11	-3	-2.2	12
23	CN(C)C1=NCCN1CCc1ccc(F)cc1	-2	-2	-1.8	-1.5	2	8	-3	-0.2	0
24	Cc1nc(SCc2ccc(OCCC(C)C)cc2)n[nH]1	1	-1	0.4	.	-1	11	12	-2.8	7
25	CCOc1cc2[nH]c(=S)n(Cc3ccc(C)o3)c(=O)c2cc1OCC	0	-5	-1.4	-1.1	9	-6	2	0.0	21
26	CC(C)CNC(=O)CC(=O)N/N=C/c1ccc(Br)cc1	2	-6	-1.8	-2.0	2	0	4	-1.0	1
27	Cc1ccc(/C=N/NC(=O)Cc2ccc(Cl)cc2)s1	1	0	-1.7	-3.4	4	-4	-7	-2.1	18
28	CCN(CC)CCNC(=O)Cc1c(C(=O)O)n(CC)c2ccccc12	2	-2	-1.6	0.9	1	4	3	0.7	1
29	O=C(NCCNS(=O)(=O)c1cccc(C(F)(F)F)c1)c1cc(OCC(F)(F)F)ccc1OCC(F)(F)F	-6	8	1.6	2.3	1	-3	2	0.5	6
30	O=C(c1ccc2ccccc2c1)N1CCN(c2ccc([N+](=O)[O-])c(N3CCOCC3)c2)CC1	-8	-8	-3.6	0.3	0	-10	-5	-1.8	9

Values by screen from above:
GDH-TPI counter, nos. 22–30: 12, 0, 7, 21, 1, 18, 1, 6, 9
UGM FP inh, nos. 22–30: ., -1.8, 0.4, -1.4, -1.8, -1.7, -1.6, 1.6, -3.6

(next part)
no.	SMILES	Mtb FBA inh	BoNT-F LC inh	UGM FP inh	BioA inh	MazF activator	Rv3671c protease	PrPC surface inh	FadD28 FP inh	GDH-TPI counter
31	COc1cc(-c2csc(NC3CCCCC3)n2)cc(OC)c1OC	-2	1	1.2	0.4	3	8	7	0.7	-2
32	Cc1ccc(S(=O)(=O)NCC(=O)OCc2ccccc2)cc1	0	0	0.2	1.3	-2	-3	-3	-2.5	0
33	CCn1c(=O)c2cc(C(=O)N3CCN(C)CC3)sc2c2ccccc21	25	-8	-2.3	0.1	6	-1	-14	-3.0	16
34	Cc1ccc(S(=O)(=O)N2CCOCC2)cc1NC(=O)CSc1nc(N)cc(=O)[nH]1	0	0	1.7	-0.4	6	0	-2	-1.3	-13
35	COc1cc(/C=C2/SC(=S)N(CC3CCCO3)C2=O)ccc1O (stereo unspecified)	-21	26	.	1.4	-22	-87	-5	1.7	25
36	CCN1C(=O)[C@H]2[C@H]3CN=C(SCc4ccccc4)N3[C@@](CC)(C(=O)OC)[C@H]2C1=O	0	4	.	-0.2	11	.	5	-1.2	-5
37	COc1cccc(C=C2Cc3ccccc3C2=O)c1	-2	-10	.	.	.	.	-9	-6.7	.
38	CC(=O)c1c(C)[nH]c(C(=O)NCc2ccccc2)c1C	1	-3	-1.7	1.0	0	4	5	-5.6	-7
39	C=CCNC(=O)C(C#N)c1nc2ccccc2nc1N1CCCCCC1 (stereo unspecified)	41*	1	0.0	.	-12	3	-9	-2.4	15
40	O=c1c2ccccc2nc(-c2ccco2)n1-c1ccc(Br)cn1	-2	11	1.3	4.2	-3	-8	6	-3.2	17
41	CC(C)C(=O)Nc1c(-c2ccccc2Cl)c(=O)c2ccccc2n1C	2	0	2.8	-2.9	5	.	1	-0.3	14
42	O=C(Oc1cccnc1)c1ccc(Cl)cc1	-1	0	2.5	-0.4	14	-12	0	-1.8	2
43	Cc1nc2ccc(NC(=O)c3ccc(Cl)nc3)cc2s1	0	-5	-2.1	4.5	1	6	-2	0.1	7
44	COc1ccccc1CN1CCNC(=O)C1CC(=O)NC1CCCCCC1 (stereo unspecified)	0	-2	2.6	-1.0	-5	1	-2	-2.0	1
45	CCOCC(=O)Nc1nc(-c2ccccc2)c(CC)s1	0	-5	-0.1	0.1	5	-7	0	-3.9	-12
46	O=C1/C(=C/c2ccccc2)SC(=S)N1C1CCS(=O)(=O)C1 (stereo unspecified)	0	0	0.3	-1.6	6	-13	-2	-1.8	4
47	Cc1ccc(S(=O)(=O)N2CCCCC2)cc1NC(=O)CSc1nnc(N)s1	1	-1	-1.9	.	5	-7	5	-1.0	1
48	FC(F)(F)c1nnc2sc(-c3cccs3)nn12	5	-7	4.9	0.2	-5	-5	8	-0.4	11
49	CN(C(=O)c1cccc(NC(=O)Cc2cccc(NC(=O)C3CCCN(C(=O)C4CCCC4)C3)c2)c1)C1CC1 (stereo unspecified)	-3	1	.	-0.3	2	.	3	-3.7	-10
50	COc1ccc(C)cc1Nc1ncnc2c1nnn2Cc1ccccc1Cl	-2	1	.	-2.1	4	.	-5	-3.6	3
51	O=C(NNC(=O)c1sccc1-n1cccc1)Nc1ccc(F)cc1	-1	-6	3.4	.	1	5	3	-3.2	-8
52	COc1ccc(Nc2ncnc3c2oc2ccccc23)cc1	1	-8	-1.5	4.1	1	4	6	0.7	6
53	FC(F)(F)c1ccc(Cl)c(-n2c(-c3cc(-c4ccco4)[nH]n3)n[nH]c2=S)c1	0	?	-3.0	-0.4	6	0	-4	-7.2	-6
54	CC(/C=N/Nc1nc(C)cc(=O)[nH]1)=C\c1ccccc1	0	-2	5.1	-3.1	-1	1	2	0.0	27
55	NC(=S)N/N=C/c1ccccc1OCCSc1ccc(Cl)cc1	-1	-2	.	.	29	-20	1	-2.2	5
56	CCOC(=O)C1CCN(C(=O)CSc2n[nH]c(=O)[nH]c2=O)CC1	3	-7	0.1	-0.4	4	-8	4	-0.2	10
57	O=C(CSc1nnnn1-c1ccccc1F)NNC(=O)c1ccco1	-1	2	-2.6	.	-16	2	-13	-0.3	-1
58	O=C(O)c1cccc2c1-c1ccc(Cl)cc1C2	-1	-3	.	-0.6	3	.	8	-0.2	-9
59	COc1ccc(-c2cn3ccccc3n2)cc1	114*	1	-0.2	2.9	6	-8	-5	-4.8	12
60	C[C@H](NC(N)=O)C(=O)Nc1ccc2c(c1)OCO2	1	1	-1.4	0.3	6	4	1	-3.8	-6
61	COc1ccc(C)cc1NC(=O)CN(C)S(=O)(=O)c1ccc2c(c1)n(C)c(=O)c(=O)n2C	-1	-3	-5.0	-0.3	11	2	-6	-0.6	15
62	COc1ccc(OC)c(C2C(C(=O)c3ccco3)=C(O)C(=O)N2CC2CCCO2)c1 (stereo unspecified)	-4	-17	-2.4	0.1	2	-5	0	-4.0	6

In the list so far, 9 contain fluorine:
no.	SMILES	Mtb FBA inh	BoNT-F LC inh	UGM FP inh	BioA inh	MazF activator	Rv3671c protease	PrPC surface inh	FadD28 FP inh	GDH-TPI counter
8	COc1ccc(-c2cc(NC=O)c3ncc(-c4cccc(C(F)(F)F)c4)n3c2)c(OC)c1	0	0	.	-1.3	.	.	7	-4.0	1
9	CCOC(=O)N1CCN(C(=S)NC(=O)c2ccc(F)c(F)c2)CC1	0	1	-1.6	.	10	1	-4	-0.3	1
16	CC(C)Oc1cc(F)ccc1-c1cc(C(=O)Nc2cccc(C(F)(F)F)c2)[nH]n1	-1	-4	.	-1.1	.	.	2	-4.0	-10
23	CN(C)C1=NCCN1CCc1ccc(F)cc1	-2	-2	-1.8	-1.5	2	8	-3	-0.2	0
29	O=C(NCCNS(=O)(=O)c1cccc(C(F)(F)F)c1)c1cc(OCC(F)(F)F)ccc1OCC(F)(F)F	-6	8	1.6	2.3	1	-3	2	0.5	6
48	FC(F)(F)c1nnc2sc(-c3cccs3)nn12	5	-7	4.9	0.2	-5	-5	8	-0.4	11
51	O=C(NNC(=O)c1sccc1-n1cccc1)Nc1ccc(F)cc1	-1	-6	3.4	.	1	5	3	-3.2	-8
53	FC(F)(F)c1ccc(Cl)c(-n2c(-c3cc(-c4ccco4)[nH]n3)n[nH]c2=S)c1	0	?	-3.0	-0.4	6	0	-4	-7.2	-6
57	O=C(CSc1nnnn1-c1ccccc1F)NNC(=O)c1ccco1	-1	2	-2.6	.	-16	2	-13	-0.3	-1

Outcome played no part in choosing rows. Share with any hit: about 4.8%.
